Source: PubChem
NS3 helicase inh – HCV NS3 helicase inhibition; NS3 helicase DNA unwinding, Cy5 molecular beacon fluorescence; inhibition, % at 10.9 µM; hit rate 0.56% among 290,000;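 active means inhibition above the mean of all tested compounds plus 3 SD, set per campaign, cut at about 35% in these data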;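 further: 0% = DMSO wells and 100% = thioflavine S control wells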
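System: NS3 helicase fragment of HCV / Schedule: 1 h at 25 °C / Control set: DMSO alone as 0% and 110 µM thioflavine S as 100% / Reagent: Cy5/quencher beacon DNA duplex and ATP to start / Technique: Cy5 fluorescence / Replication: singlicate / Evaluation: % inhibition of end-to-start signal ratio versus controls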
MEKK3 PB1 HTS – MEKK3-MEK5 PB1 interaction, increase or decrease; binding response (% of control), % at 10 µM; hit rate 1.4% among 290,000; bead-based flow cytometry, Alexa488-MEK5 binding to MEKK3; actives lie on both sides; 0 = blocked by unlabeled MEK5, 100 = vehicle;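 active means binding response more than 3 SD above or below the average of its plate-row segment, actives on both sides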;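 further: Alexa488 bead fluorescence after subtracting the streptavidin-only scavenger bead signal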
Target sequence (Q99759 whole entry, looked up): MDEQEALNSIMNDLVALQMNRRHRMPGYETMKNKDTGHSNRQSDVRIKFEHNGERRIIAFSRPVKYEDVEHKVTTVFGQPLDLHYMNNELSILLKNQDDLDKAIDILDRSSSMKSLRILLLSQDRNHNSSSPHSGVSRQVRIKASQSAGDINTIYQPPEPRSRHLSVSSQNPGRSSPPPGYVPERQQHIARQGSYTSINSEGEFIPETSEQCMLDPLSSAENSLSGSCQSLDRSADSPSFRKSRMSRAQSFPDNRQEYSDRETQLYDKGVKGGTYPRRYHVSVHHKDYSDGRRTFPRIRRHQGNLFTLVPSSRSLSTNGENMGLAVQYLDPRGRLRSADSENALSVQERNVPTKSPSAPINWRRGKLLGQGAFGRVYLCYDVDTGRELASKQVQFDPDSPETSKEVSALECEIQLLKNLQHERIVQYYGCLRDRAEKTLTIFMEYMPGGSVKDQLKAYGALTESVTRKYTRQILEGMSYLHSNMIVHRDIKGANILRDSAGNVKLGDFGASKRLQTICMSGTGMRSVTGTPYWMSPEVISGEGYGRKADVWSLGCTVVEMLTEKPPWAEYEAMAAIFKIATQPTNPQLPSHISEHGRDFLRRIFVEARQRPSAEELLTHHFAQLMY
CRFR2-BP ag – agonists of human CRF-binding protein/CRF-R2 receptor complex | activation, % at 13.2 µM | HEK293 CRF-R2/CRF-BP, calcium dye fluorescence (FLIPR); percent of saturating CRF peptide response | hit rate 0.46% among 350,000;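 active means activation of at least 50%, plus an integration ratio under a set limit after plate pattern correction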;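 further: plate controls were neutral control wells without compound for no effect and CRF at EC100 for full effect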
MEKK2 mut-MEK5 – signal of MEK5 binding to mutant human MEKK2 PB1 domain. bead flow cytometry, Alexa488-MEK5 binding to MEKK2 mutant. percent response, % at 10 µM. hit rate 0.35% among 290,000. AID 1530; in the data active means percent response above about 24%, passing the limit was not always enough; further: inactives centre near 1; some results filed as inactive read as strong as hits
UBC9 SUMO inh – SUMOylation inhibition; inhibition, % at 35 µM; P63279; HTRF SUMOylation assay, SAE1/SAE2 + UBC9, in vitro; hit rate 0.36% among 290,000; in the data active means inhibition above about 50%, passing the limit was not always enough; further: strong numbers were not always called active
Target sequence (P63279 whole entry, looked up): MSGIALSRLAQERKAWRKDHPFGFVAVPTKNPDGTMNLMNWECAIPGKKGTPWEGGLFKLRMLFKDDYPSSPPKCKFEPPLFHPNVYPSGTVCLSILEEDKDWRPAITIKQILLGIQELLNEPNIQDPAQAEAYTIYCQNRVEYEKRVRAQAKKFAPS
MEKK2wt PB1 HTS – raises or lowers MEK5 binding to wildtype human MEKK2 PB1 domain. bead flow cytometry, Alexa488-MEK5 binding to MEKK2 WT; actives lie on both sides. binding response (% of control), % at 10 µM. hit rate 1.1% among 290,000. AID 1531; in the data active means binding response below about 67% or above about 130%
CRFR2-BP antag – antagonists of CRF-binding protein/CRF-R2 receptor complex; inhibition, % at 11.8 µM; AID 588475; HEK293 CRF-R2/CRF-BP, CRF-induced calcium fluorescence; hit rate 0.59% among 350,000;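 active means inhibition of the ligand-induced calcium signal above about 50% at the single tested concentration, limit read from the data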
DNA FID counter – displaces DNA intercalator in HCV helicase counter-screen; inhibition, % at 7.9 µM; hit rate 0.17% among 290,000; DNA fluorescent intercalator displacement, fluorescence; AID 1845; in the data active means inhibition above about 37%;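 further: 0% = vehicle and 100% = reference compound; higher means more ethidium bromide displaced from hairpin DNA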
GalR3 antag – antagonists of human GalR3 | O60755 | HEK293 GalR3-CNG cAMP membrane potential fluorescence; galR3 body fused to GalR1 C-terminus | inhibition, % at 3 µM | hit rate 0.44% among 360,000 | AID 651719;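 active means inhibition above the screen-wide average plus 3 SD, cut at about 13% in these data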;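 further: forskolin and galanin both at EC90 stimulate the cells; cAMP rise reported by CNG channel membrane potential dye signal; 0% = forskolin plus galanin with DMSO and 100% = forskolin alone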
* = called active by the depositor; · = no result given; [ ] = another dose, or the depositor's remark.

compound | NS3 helicase inh | MEKK3 PB1 HTS | CRFR2-BP ag | MEKK2 mut-MEK5 | UBC9 SUMO inh | MEKK2wt PB1 HTS | CRFR2-BP antag | DNA FID counter | GalR3 antag
CCOC(=O)c1oc2cccc(OC(C)=O)c2c1C | 6.3 | 93.0 | 4.1 | 3.0 | -12.8 | 99.0 | 11.5 | -8.7 | -2.5
CC(=O)N(C)c1ccc(NC(=O)C(F)(F)F)cc1 | -2.6 | 2.0*[inhibitor] | -0.6 | -2.0 | -30.0 | -2.0*[inhibitor] | 33.6 | 0.8 | -2.9
CCCC1CCc2c(c3ccccc3[nH]c2=O)O1 (stereo unspecified) | 0.1 | 107.0 | 2.1 | 4.0 | 4.4 | 107.0 | -21.6 | -29.5 | -3.1
CN1CCN(C(c2ccc(Br)cc2)c2cc(Cl)c3cccnc3c2O)CC1 (stereo unspecified) | 40.0* | 105.0 | 2.0 | 16.0 | -44.6 | 131.0 | -32.4 | -6.6 | -4.0
COc1ccc(C2C(C(N)=O)=C(C)Nc3ncnn32)cc1 (stereo unspecified) | -0.4 | 103.0 | 2.0 | 8.0 | 21.9 | 103.0 | 6.5 | -1.3 | -1.6
COCCCN1C(=O)C(=O)/C(=C(/O)c2ccc(OCC(C)C)cc2)C1c1cccnc1 (stereo unspecified) | -0.5 | 101.0 | 0.5 | 2.0 | -23.6 | 103.0 | 1.3 | -8.0 | -5.4
CCOC(=O)N1CCN(c2c(NCCN3CCCCC3CC)c(=O)c2=O)CC1 (stereo unspecified) | 22.3 | 103.0 | 0.2 | 8.0 | 8.8 | 103.0 | 8.8 | 6.1 | 0.3
O=C1OC(c2ccccc2)=N/C1=C\C=C\c1ccccc1[N+](=O)[O-] | 17.1 | 100.0 | 0.4 | -2.0 | 16.0 | 88.0 | -23.9 | -14.9 | -6.6
Cc1ccc(S(=O)(=O)NC(=O)c2cc(C)n(C3CC3)c2C)cc1 | 37.7* | 96.0 | 4.5 | -6.0 | 5.1 | 91.0 | -6.2 | -21.6 | 0.2
Cc1ccc(NC(=O)CN(c2ccccc2)S(=O)(=O)N(C)C)cc1C | -5.5 | 104.0 | -2.1 | -1.0 | -4.3 | 101.0 | -23.4 | -13.8 | -3.5
COC(CNC(=O)c1cc(Sc2nnc(C)s2)nc2ccccc12)OC | -0.2 | 116.0 | -0.2 | 0.0 | 6.8 | 104.0 | 7.2 | -9.1 | -2.6
Cc1cc2c(n1-c1ccc(Cl)cc1)CC(C)(C)CC2=O | 0.6 | 102.0 | -2.8 | 4.0 | 23.7 | 103.0 | 9.1 | -29.1 | -3.1
COc1cc2ncc(S(=O)(=O)c3ccccc3)c(N3CCCC(C)C3)c2cc1OC (stereo unspecified) | -34.8 | 103.0 | -4.3 | 0.0 | 15.9 | 96.0 | 12.0 | -33.9 | ·
Cn1c(=O)c2ccccc2n(Cc2ccccc2F)c1=O | -4.7 | 116.0 | 0.0 | -2.0 | 2.5 | 106.0 | -21.9 | -6.2 | -8.7
Cc1nc2cc(N3CCCCC3)c(NC(=O)c3cccnc3)cc2c(=O)n1Cc1ccccc1 | -2.6 | 103.0 | 1.2 | 2.0 | 39.8 | 103.0 | -16.4 | -28.3 | -3.1
COc1ccc(C(=O)N2CCN(C(=O)c3ccco3)CC2)cc1OC | 11.8 | 103.0 | 1.6 | 0.0 | 2.5 | 99.0 | 3.6 | -4.1 | 0.7
COc1ccc(Cn2cnc3c(NS(C)(=O)=O)c(C)c(C)cc32)cc1 | -2.3 | 113.0 | 1.2 | 3.0 | 2.1 | 108.0 | -18.1 | -23.3 | 5.2
CCn1c(SCC(=O)N/N=C/c2ccc(C)o2)nnc1-c1ccc(C)cc1 | 3.8 | 96.0 | -2.4 | 10.0 | 1.3 | 105.0 | -3.5 | -24.1 | -4.5
O=C(NCC1CCCCN1)c1cc(OCC(F)(F)F)ccc1OCC(F)(F)F (stereo unspecified) | 6.2 | 82.0 | 1.0 | 5.0 | -3.3 | 96.0 | -17.4 | 4.5 | ·
CS(=O)(=O)N1Cc2ccccc2CC1C(=O)Nc1ccccc1C(N)=O (stereo unspecified) | 2.0 | 97.0 | 4.9 | 1.0 | 21.5 | 107.0 | 9.0 | 1.7 | -5.0
COc1ccccc1Nc1c2c(nc3ccc(N)cc13)CCCC2 | -7.2 | 100.0 | -3.5 | -2.0 | -3.4 | 103.0 | -21.7 | 3.8 | -8.0
CCN(c1ccc(C)cc1C)S(=O)(=O)c1nnc(NC(=O)C(C)C)s1 | -4.0 | 110.0 | -0.3 | 13.0 | 0.0 | 107.0 | 0.4 | -29.0 | -9.4
C=CCNC(=O)C(C#N)c1nc2ccccc2nc1N1CCCCCC1 (stereo unspecified) | -1.8 | 99.0 | 1.1 | -5.0 | 96.5 | 90.0 | 4.9 | 15.2 | -0.9
Cc1ccccc1-c1nc(CN2CCC(C(=O)NCc3cccs3)CC2)c(C)o1 | -1.6 | 118.0 | -0.8 | 6.0 | 4.1 | 124.0 | -29.2 | 14.2 | -3.2
CCN(CC)C(=O)CSC1=C(C#N)C(c2cccs2)C=C(C)N1 (stereo unspecified) | 4.9 | 104.0 | -0.1 | 2.0 | 17.0 | 103.0 | 3.7 | -8.2 | 0.5
NS(=O)(=O)c1ccc(NC(=O)COC(=O)c2cc(Cl)ccc2[N+](=O)[O-])cc1 | 9.6 | 86.0 | -2.8 | -22.0 | 15.5 | 79.0 | -1.6 | 3.8 | -3.4
CCCCNC(C(=O)Nc1ccc([N+](=O)[O-])cc1Br)c1ccccc1 (stereo unspecified) | -1.9 | 96.0 | -1.7 | 1.0 | 3.1 | 102.0 | 20.9 | 7.5 | -0.7
Cc1ccc(NC(=O)Cn2c(O)c(N=NC(N)=O)c3ccccc32)cc1 | 4.8 | 100.0 | 0.7 | 5.0 | 25.2 | 96.0 | 7.2 | 1.8 | -3.2

Gathered by group: the entries above with an aryl methoxy group (five)
compound | NS3 helicase inh | MEKK3 PB1 HTS | CRFR2-BP ag | MEKK2 mut-MEK5 | UBC9 SUMO inh | MEKK2wt PB1 HTS | CRFR2-BP antag | DNA FID counter | GalR3 antag
COc1ccc(C2C(C(N)=O)=C(C)Nc3ncnn32)cc1 (stereo unspecified) | -0.4 | 103.0 | 2.0 | 8.0 | 21.9 | 103.0 | 6.5 | -1.3 | -1.6
COc1cc2ncc(S(=O)(=O)c3ccccc3)c(N3CCCC(C)C3)c2cc1OC (stereo unspecified) | -34.8 | 103.0 | -4.3 | 0.0 | 15.9 | 96.0 | 12.0 | -33.9 | ·
COc1ccc(C(=O)N2CCN(C(=O)c3ccco3)CC2)cc1OC | 11.8 | 103.0 | 1.6 | 0.0 | 2.5 | 99.0 | 3.6 | -4.1 | 0.7
COc1ccc(Cn2cnc3c(NS(C)(=O)=O)c(C)c(C)cc32)cc1 | -2.3 | 113.0 | 1.2 | 3.0 | 2.1 | 108.0 | -18.1 | -23.3 | 5.2
COc1ccccc1Nc1c2c(nc3ccc(N)cc13)CCCC2 | -7.2 | 100.0 | -3.5 | -2.0 | -3.4 | 103.0 | -21.7 | 3.8 | -8.0

Single records, as listed above. Screens in order: NS3 helicase inh | MEKK3 PB1 HTS | CRFR2-BP ag | MEKK2 mut-MEK5 | UBC9 SUMO inh | MEKK2wt PB1 HTS | CRFR2-BP antag | DNA FID counter | GalR3 antag
`Cc1ccc(NC(=O)Cn2c(O)c(N=NC(N)=O)c3ccccc32)cc1` in the list: 4.8 | 100.0 | 0.7 | 5.0 | 25.2 | 96.0 | 7.2 | 1.8 | -3.2
`NS(=O)(=O)c1ccc(NC(=O)COC(=O)c2cc(Cl)ccc2[N+](=O)[O-])cc1` in the list: 9.6 | 86.0 | -2.8 | -22.0 | 15.5 | 79.0 | -1.6 | 3.8 | -3.4

Only part of the results is shown, so the mix of outcomes need not match the whole.
